Bioassay records as filed in PubChem.
Tb PFK inh – blocks T. brucei phosphofructokinase; O15648; T. brucei PFK, ADP-Glo luminescence; Potency, µM (doses to about 57.5 µM), without a hit: top-dose activity, negative = inhibition, usual class: inhibitors; 330,000 tested, 0.17% active; AID 485367;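 also: potency is read from the fitted curve at half-maximal effect; 0% = uninhibited 1x PFK enzyme wells and -100% = no-enzyme wells; nearly all actives have a fitted effect of over 60% in size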
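PFK 1.25 nM, F6P 0.5 mM, ATP 0.1 mM, 0.1 M TEA pH 8.0, 5 mM MgCl2, 0.01% Tween20, 0.1% BSA; 45 min RT. ADP-Glo readout. qHTS titration up to 57 uM; curves fitted, compounds curve-classed.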
Chronic BCR inh – chronic active BCR signaling inhibition. AID 493014. 340,000 tested, 0.05% active. Potency, µM (top dose mostly 46.1 µM), inactives show at the top dose ratio change, negative = lower green/red ratio, most hits filed as inhibitors. ABC-DLBCL IkBa-CBG/CBR reporter, luminescence ratio, 4 h; active = well fitted inhibition curve with a large enough effect in the signal ratio, with a control signal flat, not every such curve was filed as active; inconclusive = small, poorly fitted or top-dose-only effect, or effect the other way, or a change in a side signal; the % refers to the signal ratio;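 also: potency is read from the fitted curve at half-maximal effect; plate controls were basal doxycycline-induced cells for no effect and cells given 10 µM MG132 for full effect; MG132 reads +100%, hits lower the ratio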
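TMD8 human ABC-DLBCL cells with doxycycline-inducible IκBα–green luciferase fusion and unfused red luciferase, in 0.5% FBS medium; compounds up to 46 uM, 4 h at 37C. Green/red luminescence ratio, filter-overlap corrected, fitted to concentration-response curves.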
MLL CXXC-DNA inh – blocks binding of human MLL CXXC domain to DNA | Q03164 | Potency, µM (titrated, usually from 115 µM), for inactives: top-dose activity change, negative = inhibition, usual class: inhibitors | 290,000 tested, 0.037% active | MLL-CXXC / FITC-HOXA9 DNA fluorescence polarization; active = well fitted inhibition curve with a large enough effect in the polarisation, with a control signal flat, not every such curve was filed as active; inconclusive = small, poorly fitted or top-dose-only effect, or effect the other way, or a change in a side signal; inactive = no such curve, though single readings can be large or run the other way; the % refers to the polarisation; also: potency is read from the fitted curve at half-maximal effect
Target sequence (Q03164 whole entry, looked up, the tested form may be a part): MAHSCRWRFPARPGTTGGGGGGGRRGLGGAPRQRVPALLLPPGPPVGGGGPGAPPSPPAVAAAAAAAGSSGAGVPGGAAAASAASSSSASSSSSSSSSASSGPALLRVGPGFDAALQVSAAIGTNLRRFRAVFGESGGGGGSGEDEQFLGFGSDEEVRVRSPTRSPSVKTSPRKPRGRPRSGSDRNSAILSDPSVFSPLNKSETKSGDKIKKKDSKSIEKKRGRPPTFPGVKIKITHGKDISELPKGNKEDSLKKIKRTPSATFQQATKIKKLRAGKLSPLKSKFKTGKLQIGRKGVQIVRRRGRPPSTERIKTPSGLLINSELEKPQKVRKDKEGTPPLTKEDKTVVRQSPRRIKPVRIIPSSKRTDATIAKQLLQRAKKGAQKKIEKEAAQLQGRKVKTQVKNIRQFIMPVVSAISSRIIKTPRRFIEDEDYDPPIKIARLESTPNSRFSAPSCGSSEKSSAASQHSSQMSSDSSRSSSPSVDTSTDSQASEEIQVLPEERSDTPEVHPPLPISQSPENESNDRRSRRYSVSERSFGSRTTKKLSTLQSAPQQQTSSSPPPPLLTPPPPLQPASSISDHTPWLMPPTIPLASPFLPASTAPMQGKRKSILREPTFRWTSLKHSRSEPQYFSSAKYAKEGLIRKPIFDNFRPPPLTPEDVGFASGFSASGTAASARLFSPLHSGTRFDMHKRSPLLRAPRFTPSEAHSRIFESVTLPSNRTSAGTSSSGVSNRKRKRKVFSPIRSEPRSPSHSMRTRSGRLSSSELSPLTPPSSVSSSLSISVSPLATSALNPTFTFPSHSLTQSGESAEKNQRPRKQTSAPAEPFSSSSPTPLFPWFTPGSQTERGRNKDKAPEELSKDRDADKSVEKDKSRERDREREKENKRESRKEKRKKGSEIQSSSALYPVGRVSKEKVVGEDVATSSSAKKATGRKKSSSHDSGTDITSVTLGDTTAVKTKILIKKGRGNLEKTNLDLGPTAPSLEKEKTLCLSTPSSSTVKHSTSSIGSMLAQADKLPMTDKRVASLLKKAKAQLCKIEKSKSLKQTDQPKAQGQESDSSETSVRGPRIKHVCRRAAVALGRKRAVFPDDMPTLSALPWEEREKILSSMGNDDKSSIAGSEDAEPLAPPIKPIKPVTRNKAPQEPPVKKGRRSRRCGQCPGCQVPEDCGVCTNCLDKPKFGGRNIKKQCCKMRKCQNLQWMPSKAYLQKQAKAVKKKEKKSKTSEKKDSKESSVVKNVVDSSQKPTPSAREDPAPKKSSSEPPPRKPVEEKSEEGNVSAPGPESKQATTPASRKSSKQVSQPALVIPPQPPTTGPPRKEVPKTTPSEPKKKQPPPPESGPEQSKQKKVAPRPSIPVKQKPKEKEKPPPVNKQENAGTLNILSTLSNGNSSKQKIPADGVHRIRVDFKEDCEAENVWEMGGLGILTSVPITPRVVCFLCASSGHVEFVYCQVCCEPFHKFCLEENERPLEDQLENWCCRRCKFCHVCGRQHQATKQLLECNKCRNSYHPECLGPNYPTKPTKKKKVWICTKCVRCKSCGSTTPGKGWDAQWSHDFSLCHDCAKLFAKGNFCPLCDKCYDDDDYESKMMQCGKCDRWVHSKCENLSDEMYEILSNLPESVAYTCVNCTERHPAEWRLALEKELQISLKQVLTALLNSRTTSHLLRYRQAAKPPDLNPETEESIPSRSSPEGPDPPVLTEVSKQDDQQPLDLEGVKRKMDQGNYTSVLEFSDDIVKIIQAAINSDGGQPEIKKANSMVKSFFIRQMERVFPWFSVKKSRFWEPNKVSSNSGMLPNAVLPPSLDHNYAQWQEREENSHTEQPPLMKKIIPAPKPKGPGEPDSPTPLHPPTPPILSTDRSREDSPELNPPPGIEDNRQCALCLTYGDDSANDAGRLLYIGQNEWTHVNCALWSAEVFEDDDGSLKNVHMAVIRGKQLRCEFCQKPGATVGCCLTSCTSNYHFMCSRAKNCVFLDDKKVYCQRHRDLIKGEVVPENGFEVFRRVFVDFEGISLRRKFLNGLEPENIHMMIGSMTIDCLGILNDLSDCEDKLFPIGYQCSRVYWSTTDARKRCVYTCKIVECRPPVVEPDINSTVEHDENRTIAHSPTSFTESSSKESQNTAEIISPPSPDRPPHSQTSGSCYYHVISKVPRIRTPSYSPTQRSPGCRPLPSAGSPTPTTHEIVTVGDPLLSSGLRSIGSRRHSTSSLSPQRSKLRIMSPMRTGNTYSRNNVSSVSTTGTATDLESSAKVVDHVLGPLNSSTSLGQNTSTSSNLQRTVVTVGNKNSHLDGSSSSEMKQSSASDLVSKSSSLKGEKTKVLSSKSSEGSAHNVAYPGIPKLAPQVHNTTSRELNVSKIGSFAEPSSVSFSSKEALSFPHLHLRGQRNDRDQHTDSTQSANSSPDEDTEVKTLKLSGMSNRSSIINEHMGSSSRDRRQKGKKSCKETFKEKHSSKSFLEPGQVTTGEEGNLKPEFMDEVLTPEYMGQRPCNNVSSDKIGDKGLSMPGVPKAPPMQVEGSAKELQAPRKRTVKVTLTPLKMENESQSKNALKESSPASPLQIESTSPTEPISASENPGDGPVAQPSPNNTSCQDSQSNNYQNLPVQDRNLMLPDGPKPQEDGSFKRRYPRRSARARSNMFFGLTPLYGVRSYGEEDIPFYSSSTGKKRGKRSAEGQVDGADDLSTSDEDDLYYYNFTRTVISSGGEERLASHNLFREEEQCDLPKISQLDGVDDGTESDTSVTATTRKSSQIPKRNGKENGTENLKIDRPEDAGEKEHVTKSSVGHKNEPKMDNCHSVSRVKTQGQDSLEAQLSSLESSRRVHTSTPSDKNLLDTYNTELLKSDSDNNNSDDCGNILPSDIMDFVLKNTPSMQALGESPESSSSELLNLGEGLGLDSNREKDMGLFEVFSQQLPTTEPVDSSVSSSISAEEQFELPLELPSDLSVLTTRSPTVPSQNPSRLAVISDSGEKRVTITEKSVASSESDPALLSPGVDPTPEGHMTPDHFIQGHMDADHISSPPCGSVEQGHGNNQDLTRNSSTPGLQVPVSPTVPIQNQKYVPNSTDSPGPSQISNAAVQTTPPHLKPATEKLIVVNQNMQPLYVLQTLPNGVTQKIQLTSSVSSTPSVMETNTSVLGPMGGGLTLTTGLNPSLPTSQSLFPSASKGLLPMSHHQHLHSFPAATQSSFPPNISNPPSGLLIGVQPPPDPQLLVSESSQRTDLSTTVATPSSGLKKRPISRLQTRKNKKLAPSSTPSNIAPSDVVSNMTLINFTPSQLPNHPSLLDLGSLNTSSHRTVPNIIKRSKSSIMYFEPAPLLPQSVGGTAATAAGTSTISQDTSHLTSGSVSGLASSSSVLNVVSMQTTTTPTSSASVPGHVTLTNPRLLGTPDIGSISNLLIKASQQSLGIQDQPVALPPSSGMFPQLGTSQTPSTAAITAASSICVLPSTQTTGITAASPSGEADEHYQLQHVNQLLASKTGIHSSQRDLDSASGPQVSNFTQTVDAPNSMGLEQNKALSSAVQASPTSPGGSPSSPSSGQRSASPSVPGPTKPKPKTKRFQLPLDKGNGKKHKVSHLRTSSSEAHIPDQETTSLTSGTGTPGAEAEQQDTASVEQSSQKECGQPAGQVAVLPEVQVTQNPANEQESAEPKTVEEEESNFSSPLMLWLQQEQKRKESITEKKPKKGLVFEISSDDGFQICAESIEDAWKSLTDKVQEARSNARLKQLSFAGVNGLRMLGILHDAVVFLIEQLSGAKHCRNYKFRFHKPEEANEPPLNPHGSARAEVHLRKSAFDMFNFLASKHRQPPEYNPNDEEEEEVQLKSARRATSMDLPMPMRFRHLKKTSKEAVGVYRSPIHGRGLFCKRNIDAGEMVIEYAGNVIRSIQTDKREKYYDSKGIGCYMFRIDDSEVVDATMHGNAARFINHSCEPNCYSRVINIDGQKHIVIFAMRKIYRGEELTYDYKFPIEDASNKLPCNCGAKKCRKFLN
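Steps: dispense CXXC domain solution (7 uM) → pin compounds or unlabeled HOX-A9 DNA control → 5 min ambient → add FLSN-HOX-A9 solution (50 nM) → spin → 30 min ambient → fluorescence polarization. Tris pH 7.5/NaCl/DTT/BSA buffer.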
TCR activator – activates T cell receptor signaling. primary human leukocytes, anti-CD3, IL-2 HTRF, 48 h. Potency, µM (highest dose often 9.22 µM), without a hit: top-dose activation of IL-2 secretion, most hits filed as activators. 330,000 tested, under 10 active; also: % of control where 0% means no effect
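IL-2 produced over 48 hr by a-CD3 bead-stimulated primary human leukocytes exposed to compounds was detected with a homogeneous time-resolved FRET immunoassay, 665nm acceptor signal after 320nm excitation.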
FBPA coupling cs – coupling enzyme interference in Giardia aldolase counter-screen; coupling enzyme system counterscreen, AmpLite Red fluorescence; activity change, negative = inhibition, % at 58.2 µM, hits read low; 290,000 tested, 0.67% active; in the data active = activity change below about -30%; also: % is scaled to controls: 0 for no effect and ±100 for the full control effect
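First, compound is pin-transferred into glyceraldehyde-3-phosphate coupling-enzyme reagent at 57.5 uM final and held 10 min at RT. Next, substrate, coupling system and AmpLite Red are added. After 20 min RT, fluorescence (525/598 nm) is read.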
A-T KAP1 phos – potential ataxia-telangiectasia treatment; […] A-T fibroblasts, KAP-1 phosphorylation AlphaLISA; neocarzinostatin DNA damage 30 min before lysis; Potency, µM (highest dose often 57.5 µM), inactives show at the highest dose activation, most hits filed as activators; 320,000 tested, 0.19% active; also: potency is read from the fitted curve at half-maximal effect; % of control where 0% means no effect; nearly all actives have a fitted effect of over 45% in size
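hTERT-immortalized A-T patient fibroblasts ([…]), 500 cells/well in OPTI-MEM, 1% FBS, got compounds for 60 min, then NCS for 30 min at 37C. Lysates were then assayed for phospho-KAP-1 by AlphaLISA (anti-pKAP1 donor, anti-KAP1 acceptor beads), 6 hr at 25C.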
TSHR antagonist – human thyrotropin receptor antagonism. P16473. TSHR-expressing cells, TSH-stimulated cAMP HTRF, 2 h; stronger effect = lower value. activity change, negative = inhibition, % at 11.5 µM. 330,000 tested, 0.2% active;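 active = activity change below a set negative limit, meaning inhibition stronger than a set level, cut at about -70% in these data; inconclusive = activity change between two set negative limits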; also: % is scaled to controls: 0 for no effect and ±100 for the full control effect
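Antagonism was scored as loss of TSH-driven cAMP in TSHR cells, stimulated with 4nM TSH (EC80) for 2 hours at 37 deg C and detected by homogeneous HTRF competition immunoassay.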
GALK inh – galactokinase (human) inhibition; P51570; Purified GALK, Kinase-Glo residual ATP luminescence; Potency, µM (series often up to 57.5 µM), without a hit: at the highest dose activity change, negative = inhibition, usual class: inhibitors; 270,000 tested, 0.007% active; AID 1868; also: potency is read from the fitted curve at half-maximal effect; % is scaled to controls: 0 for no effect and ±100 for the full control effect
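Quantitative HTS: GALK 5 nM, ATP 35 uM, galactose 100 uM, 1 h room temperature, then luciferase-based ATP detection.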
Giardia killer – Giardia lamblia killing. Giardia lamblia trophozoite viability. activity change, % at 7.66 µM, hits read low. 340,000 tested, 0.15% active. AID 540267; in the data active = activity change below about -80%; inconclusive = between about -30% and that limit;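 also: parasites exposed to compound for two days anaerobically before the ATP read; % is scaled to controls: 0 for no effect and ±100 for the full control effect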
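Each well holds 100 Giardia trophozoites and compound. After two days (48 hrs) at 37 deg C in anaerobic conditions, ATP is quantified by luminescence.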
hERG WT inh – KCNH2 (human, wildtype) channel inhibition; U2OS, BacMam KCNH2, thallium flux FluxOr; stronger effect = lower value; AID 720551; activity change, % at 1.84 µM; Q12809; 340,000 tested, 0.37% active;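 active = maximum activity change below -70%; inconclusive = maximum activity change between -70% and -50%; inactive = maximum activity change above -50%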; also: % is scaled to controls: 0 for no effect and ±100 for the full control effect
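U2OS cells were transduced with wild-type KCNH2 virus (2.03 x 10^8 / mL) for 4 h at room temperature, then cultured overnight at 37 C. Thallium flux was read with FluxOr dye. Rate constants were normalized to DMSO controls.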
Starred values were filed as active, the others as inactive; i = inactive; ? = inconclusive; . = no result given; [ ] = remark or other dose. Unless noted, calls follow the shape of the dose curve; as a rule, active = well fitted curve in the direction sought with a large enough effect; inconclusive = small, poorly fitted or top-dose-only effect, or another doubt; inactive = no such curve, though single readings can be large; an effect the other way counts as inactive or inconclusive. A portion of the library; rates above refer to the full screens.

SMILES	Tb PFK inh	Chronic BCR inh	MLL CXXC-DNA inh	TCR activator	FBPA coupling cs	A-T KAP1 phos	TSHR antagonist	GALK inh	Giardia killer	hERG WT inh
CC(C)[C@]12O[C@H]1[C@@H]1O[C@]13[C@]1(O[C@H]1C[C@H]1C4=C(CC[C@@]13C)C(=O)OC4)[C@@H]2O	1%	?	6%	.	1	.	9	0%	.	.
Cc1cc(/C=C2\C(=O)NC(=O)N(c3ccc(F)cc3)C2=O)c(C)n1-c1cccc(C(=O)O)c1	28%	14%	-19%	7%	3	-6%	13	-4%	-9	-6
O=C(CCC(=O)N1CC2C[C@@H](C1)Cn1c2cccc1=O)NCCc1ccccc1	3%	5%	-13%	-3%	0	-6%	-6	.	-8	3
Cc1nc2cc(-c3cccc(F)c3)nn2c(C)c1CCC(=O)N1CCC2(CC1)OCCO2	0%	?	15%	-1%	2	5%	0	-1%	14	-10
C[C@]12CCC3C(CCC4=CC(O)CC[C@@]43/C=N/O)C1(O)CCC2C1=CC(=O)OC1 (some centres not stated)	5%	?	13%	6%	2	6%	?	-2%	-21	-8
c1ccc(-c2nc(N3CCOCC3)s[n+]2-c2ccccc2)cc1	16%	0%	24%	-3%[46.1 µM]	2	17%	3	1%	12	5
COc1ccc(/C=C/C(=O)c2c(O)n(CCC3=CCCCC3)c(=O)[nH]c2=O)cc1OC	0%	1%	-13%	2%	-1	-4%	-6	-4%	?	-1
Cc1ccc(OCC(=O)N2CCN(C3CCC(c4ccccc4)CC3)CC2)cc1 (configuration not stated)	-2%	-2%	-5%	11%	-1	-1%	-1	-1%	14	-8
O=[N+]([O-])c1cccc(CN2CCN(Cc3ccc(Cl)cc3)CC2)c1	-2%	-3%	-4%	-2%	-6	3%	6	12%	8	-9
CC(C)CN1CCN(Cc2ccc(F)cc2Cl)CC1CCO (configuration not stated)	-5%	-3%	-1%	-1%	1	0%	5	5%	-25	8
CNCCc1ccc(OC)c(OC)c1	-9%	-5%	0%	12%	7	-73%[inhibitor]	-1	3%	-4	14
CCOc1ccc(-n2c(O)c(N=Nc3ccc([N+](=O)[O-])cc3)c(=O)[nH]c2=O)cc1	0%	-3%	-2%	4%	4	-5%	-3	-2%	-8	4
O=P(c1ccccc1)(c1ccccc1)N1CCCCC1	-6%	0%	-6%	-4%	2	9%	8	3%	-10	3
CN(C)C1=NC(N(C)C)=NP(N(C)C)(N(C)C)=N1	1%	-1%	-2%	-8%	0	1%	-7	2%	-3	-3
Cc1ccc(N2C(=O)NC(=O)/C(=C\c3ccc(N4CCOCC4)cc3)C2=O)cc1	2%	-7%	-8%	4%[46.1 µM]	0	-2%	3	1%	9	-2
Cc1cc(C(=O)CS(=O)(=O)c2ccc(F)cc2)cc(C)c1OC(=O)N(C)C	1%	1%	10%	3%	0	0%	13	3%	-3	16
COc1ccccc1OCCCn1cc(C(=O)C2CC2)c2ccccc21	-7%	?	-4%	1%	1	15%	-7	5%	-6	-22
N#Cc1ccccc1Cn1cc(C(=O)C2CC2)c2ccccc21	0%	-2%	5%	-12%	3	3%	-1	0%	-10	-3
CCn1cc(C=C2C(=O)NC(=O)NC2=O)c2ccccc21	20%	?	-17%	-2%	2	1%	1	4%	3	0
CCCCN1C(=O)/C(=C/c2ccc(N(C)C)cc2)C(=O)N(Cc2ccco2)C1=O	-3%	-1%	?	-4%	-1	-5%	-10	.	14	-6
COc1ccc(OC)c(C(c2c(O)c3ccccc3oc2=O)c2c(C)n(C)n(-c3ccccc3)c2=O)c1 (configuration not stated)	-8%	?	2%	7%	9	3%	-19	0%	-23	0
CC(C)(C)C(=O)O[C@H]1CC[C@@]2(C)C(=CC(=O)C3C2CC[C@]2(C)C(=O)[C@H](O)CC32)C1 (some centres not stated)	0%	-7%	.	-3%	.	-9%	-12	.	-25	1
CC(=O)N1N=C(c2cccnc2)OC1c1ccccc1Cl (configuration not stated)	-13%	-2%	-2%	1%	0	-9%	3	4%	-3	8
CCCCCCN=C(CC)c1c(O)n(CCCC)c(=O)[nH]c1=O	-1%	4%	-3%	1%	1	0%	-16	1%	22	3
Cc1cccc(-n2c(O)c(C=NC34CN5CN(CN(C5)C3)C4)c(=O)[nH]c2=O)c1	-3%	1%	4%	-4%	7	9%	2	6%	7	2
COC(=O)C1=C(c2ccccc2OCc2ccccc2)C[C@@H]2CC[C@H]1N2C(=O)NCc1cccc(F)c1	4%	?	.	2%	.	1%	4	.	-16	2
CC1(C)C2([N+](=O)[O-])CN3CN(C2)CC1([N+](=O)[O-])C3	1%	0%	-15%	1%	0	0%	1	10%	4	-3
CC(C)(C)c1cc(C(=O)CCN2CCOCC2)cc(C(C)(C)C)c1O	0%	?	0%	-8%	0	-6%	-22	1%	-5	6
CC#CP(=O)(OC)C(O)(CF)c1ccccc1 (configuration not stated)	0%	4%	3%	-13%	1	5%	4	.	-7	i
Cn1ccc(NC(=O)CCl)n1	5%	?	15%	7%	-1	7%	-28	-1%	7	2

Retrieved by compound from the list above, two records:
SMILES	Tb PFK inh	Chronic BCR inh	MLL CXXC-DNA inh	TCR activator	FBPA coupling cs	A-T KAP1 phos	TSHR antagonist	GALK inh	Giardia killer	hERG WT inh
Cn1ccc(NC(=O)CCl)n1	5%	?	15%	7%	-1	7%	-28	-1%	7	2
O=P(c1ccccc1)(c1ccccc1)N1CCCCC1	-6%	0%	-6%	-4%	2	9%	8	3%	-10	3

Next part
SMILES	Tb PFK inh	Chronic BCR inh	MLL CXXC-DNA inh	TCR activator	FBPA coupling cs	A-T KAP1 phos	TSHR antagonist	GALK inh	Giardia killer	hERG WT inh
CCOC(=O)C1(CCc2ccccc2)CCN(Cc2ccc(NC(C)=O)cc2)CC1	-2%	-5%	-1%	.	2	3%	-6	3%	13	-3
N#Cc1cc2c(nc1SCC(=O)Nc1cc(Cl)ccc1Cl)C1CCN2CC1	0%	3%	4%	9%[46.1 µM]	4	3%	-11	-4%	9	15
O=c1[nH]c(=O)n(Cc2ccco2)c(O)c1/C=N/N1CCCCC1	3%	0%	49%[activator]	-2%[46.1 µM]	1	-1%	-8	0%	-6	-15
COc1ccc(OC)c(-n2c(O)c(C=NCc3ccc4c(c3)OCO4)c(=O)[nH]c2=O)c1	4%	0%	-8%	7%	0	5%	-12	6%	29	1
Cc1ccc(N2C(=O)CS(=O)C(c3ccccc3)C2=O)cc1C (configuration not stated)	?	?	0%	6%	1	-2%	3	1%	-12	3
C(=NC12CN3CN(CN(C3)C1)C2)c1cccnc1	1%	6%	?	5%	4	-7%	10	2%	14	-11
C/C=C1/C[N+]2(C)CCC34C(=C(C=O)[C@H]1C[C@@H]32)Nc1ccccc14 (some centres not stated)	-12%	-8%	.	-5%	.	28%	16	.	-13	11
CC(=O)N1N=C(c2c(O)n(C)c(=O)n(C)c2=O)CC1c1ccccc1 (configuration not stated)	-3%	?	?	-12%	3	-3%	-6	7%	-10	2
C[C@]12CC[C@H](N)CC1=CCC1C2CC[C@@]2(C)C1CC[C@@H]2O (some centres not stated)	0%	?	.	-3%	.	10%	20	.	6	1
CC1=Nc2cc(C(=O)N3CCC4(CC3)OCCO4)ccc2Sc2ccc(Cl)cc21	-7%	?	0%	0%	0	-6%	11	7%	-9	2
C=CCN1CCC2(C)c3cc(O)ccc3CC1C2C (configuration not stated)	.	.	-11%	7%	.	.	.	.	0	23
Cc1cccc(N2C(=O)NC(=O)/C(=C/c3ccc(-c4ccc(C(=O)O)c(Cl)c4)o3)C2=O)c1	?	10%	?	.	4	1%	-2	3%	.	.
COC(=O)C1=C(c2ccc(F)cc2F)C[C@@H]2CC[C@H]1N2C(=O)N1CCC(O)CC1	0%	2%	.	-4%	.	-9%	5	.	-9	-10
C[C@@H]1O[C@@H](O[C@H]2C[C@@H](O)[C@]3(CO)[C@H]4[C@H](O)C[C@]5(C)[C@@H](C6COC(=O)C6)CC[C@]5(O)[C@@H]4CC[C@]3(O)C2)[C@H](O)[C@H](O)[C@H]1O (some centres not stated)	0%	?	8%	-2%	2	0%	?	-3%	3	-2
CNCC(O)c1cccc(OC(=O)c2ccccc2C)c1 (configuration not stated)	-3%	-1%	14%	-3%	0	9%	-1	-2%	22	2
COc1ccc(OC(=O)N(C)C)c(CN(C)C)c1	2%	?	-2%	2%	2	-1%	0	0%	32[activator]	-12
c1cc2n(c1)-c1c(ccc3c1OCO3)CNC2c1ccc2c(c1)OCO2 (configuration not stated)	-1%	-3%	-7%	-19%	1	2%	8	-3%	-3	-5
Cn1c(O)c(/C=C2\C=c3ccccc3=NC2=O)c(=O)n(C)c1=O	-1%	?	-5%	-5%	-2	6%	1	-2%	-4	-10
COc1cc(/C=C/c2nc3ccccc3c(=O)n2-c2ccc(O)cc2)ccc1O	16%	?	9%	-9%	2	9%	30	-4%	-26	1
Cc1cc(S(N)(=O)=O)ccc1N=Cc1c(O)n(-c2ccccc2)c(=O)[nH]c1=O	0%	-2%	20%	-1%	2	-3%	0	1%	8	.
